MRP resist rev = reversal of MRP1-mediated doxorubicin resistance, primary screen, H69AR cells, doxorubicin co-treatment. hit rate 0.04% among 85,000. differential viability (reversal), % at 10 µM. H69AR cells + 2 uM doxorubicin, CellTiter-Glo, 72 h. AID 602, 2007;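 active = viability drop by adding the cancer drug above about 55%, with treated viability meeting a 40% cutoff, limit read from the data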;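 also: viability without doxorubicin minus viability with 2 µM doxorubicin for each compound; larger differential means the compound sensitizes cells more to doxorubicin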
Bcl-B TR3 displacers = displacers of TR3 peptide from Bcl-B, primary screen, selectivity assay for Bfl-1 inhibitor project, biochemical, fluorescence polarization. AID 748, 2007. one-dose displacement, % at 20 µM; IC50 in µM for titrated hits. hit rate 0.11% among 96,000. Bcl-2-like protein 10 (Homo sapiens). FP displacement of FITC-TR3 peptide from Bcl-B; higher % means a stronger effect;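 active = displacement above 50% at 20 µM plus a fluorescence interference ratio under 1.5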;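 also: plate controls were wells without compound for no effect and wells lacking Bcl-B protein for full effect; a part of the inactive calls stands beside numbers as strong as those of hits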
IL1B NFkB inh = inhibitors of IL-1B driven NFkB p65 nuclear import, primary screen, imaging, HUVEC, IL-1B stimulus, high-content imaging; HUVEC IL-1B NFkB p65 nuclear translocation imaging; inhibition, % at 2 µM; hit rate 0.43% among 94,000;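 active = inhibition above about 30% together with a positive call from visual inspection of the well image, limit read from the data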;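 also: nuclear over cytoplasmic p65 intensity ratio measured by imaging; 0% = IL-1B stimulated DMSO wells and 100% = unstimulated DMSO wells; values of inactives mirror those of a sister screen read the other way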
PLAP inhibitors HTS = PLAP enzyme inhibitors, biochemical, luminescence, HTS (AID 690). Alkaline phosphatase, placental type (Homo sapiens). purified PLAP, luminescent substrate; higher % means a stronger effect. one-dose inhibition, % at 20 µM; IC50 in µM for titrated hits. hit rate 0.08% among 96,000; in the data active = a potency from the dose series; inactive = the rest, 99 in 100 with inhibition below about 30%; also: strong numbers were not always called active
NFkB transloc pot = enhancers of NFkB p65 translocation in HUVEC – imaging, IL-1B stimulus, high-content imaging, primary screen | HUVEC IL-1B NFkB p65 nuclear translocation imaging | activation, % at 2 µM | hit rate 0.3% among 94,000 | AID 819, 2007;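 active = activation above 40%, about the mean plus 3 SD, also judged a hit on visual image review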;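 also: percent activation is computed from the nuclear over cytoplasmic p65 intensity ratio; values of inactives mirror those of a sister screen read the other way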
MRP resist rev cytotoxicity = further read-out of MRP resist rev, marked with its call; viability, %; H69AR cells, CellTiter-Glo, 72 h; measured here: cytotoxicity without doxorubicin
MRP resist rev with doxorubicin = second read-out of MRP resist rev, no call of its own (marks repeat the call); viability, %; measured here: viability with 2 uM doxorubicin; hits give low values
IL1B NFkB inh cell count 2 µM = also measured in IL1B NFkB inh; calls as there; cell count; measured here: cells passing quality filter;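 raw number of nuclei counted in each imaged well without normalization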
NFkB transloc pot cell count 2 µM = further read-out of NFkB transloc pot, marked with its call; cell count; measured here: cells passing quality filter
* marks the source's active call; other numbers are inactive results; . = not tested or not shown. These rows are one share of the data. The share of hits here may be higher or lower than overall.

SMILES | MRP resist rev | MRP resist rev cytotoxicity | MRP resist rev with doxorubicin | Bcl-B TR3 displacers | IL1B NFkB inh | IL1B NFkB inh cell count 2 µM | PLAP inhibitors HTS | NFkB transloc pot | NFkB transloc pot cell count 2 µM
O=C(Nc1cccnc1)c1cnn2c(C(F)F)cc(C3CC3)nc12 | -24 | 42 | 66 | -8% | 4 | 136 | -2% | -4 | 136
Cc1ccccc1NC(=O)c1cc(=O)c2ccccc2o1 | . | . | . | -3% | 4 | 69 | -8% | -4 | 69
COCCn1c(=O)c2cc3c(=O)n(CCOC)c(=O)c3cc2c1=O | -5 | 92 | 97 | 3% | 1 | 151 | 20% | -1 | 151
O=C(c1cccc(Cl)c1)N1CCN(C(=O)c2ccco2)CC1 | 10 | 87 | 76 | -5% | -4 | 186 | -20% | 4 | 186
Cc1ccccc1-c1nc(CN2CCCC(C(=O)NCCCN3CCOCC3)C2)c(C)o1 (configuration not stated) | 1 | 83 | 82 | -12% | 10 | 75 | -28% | -9 | 75
Cc1c(NC(=O)/C=C/c2cn(-c3ccccc3)nc2-c2ccccc2)c(=O)n(-c2ccccc2)n1C | . | . | . | -5% | 1 | 165 | 8% | 2 | 107
CC1CCCC2(C1)NC(=S)c1c(sc3c1CCCC3)N2 (configuration not stated) | -18 | 83 | 101 | -31% | -27 | 198 | -27% | 27 | 198
Cc1ccc(Cn2c(C)nc3c(c2=O)c2nc4ccccc4nc2n3Cc2ccco2)cc1 | -7 | 83 | 91 | 1% | -18 | 146 | -56% | 18 | 146
CCOc1cc(C)nc(NCCc2ccc(OC)c(OC)c2)n1 | 14 | 93 | 79 | -5% | -5 | 183 | -24% | 5 | 183
COc1ccc(/C(O)=C2/C(=O)C(=O)N(CCN3CCOCC3)C2c2ccc(C)cc2)cc1 (configuration not stated) | 4 | 102 | 98 | 3% | 4 | 141 | -22% | -4 | 141
O=C(CC(O)(c1ccccc1)C(F)(F)F)c1cccs1 (configuration not stated) | 0 | 101 | 101 | 5% | -6 | 174 | 16% | 6 | 174
COc1cccc(C(=O)Nc2ccc(F)c(F)c2F)c1 | 5 | 92 | 88 | 2% | -1 | 163 | 21% | 1 | 163
COc1cc(OC)cc(C(=O)NC2CCN(C(=O)N3c4ccccc4Sc4ccccc43)CC2)c1 | . | . | . | -17% | -1 | 157 | -19% | 1 | 157
CC(O)CNc1ncnc2nc[nH]c12 (configuration not stated) | -1 | 101 | 102 | 3% | -19 | 161 | -3% | 19 | 161
CC1(C)Cc2c(ccc3ccccc23)C(NNC(=O)c2cccnc2)=N1 | 8 | 84 | 75 | 19% | 7 | 142 | -41% | -7 | 142
CC(C)CC(C(=O)NC1CCCC1)N(Cc1cccs1)C(=O)c1snc(C(N)=O)c1N (configuration not stated) | -11 | 57 | 68 | . | -12 | 166 | . | 12 | 166
COC(=O)c1sc(N)nc1C(C)(C)C | . | . | . | -3% | 3 | 125 | -14% | -3 | 125
O=C(/C=C/c1cccc([N+](=O)[O-])c1)NCCN1CCOCC1 | . | . | . | -4% | 1 | 158 | 4% | -1 | 158
Cc1cccc(NC(=O)N2CCC(NC(=O)c3ccccc3C)CC2)c1 | 24 | 98 | 74 | -3% | 8 | 158 | 35% | -8 | 158
c1ccc(-c2ncnc3nc4n(c23)CCC4)cc1 | 19 | 99 | 80 | -4% | -14 | 134 | 1% | 14 | 134
Oc1cc(Cc2ccccc2)cnc1CN1CCCCC1 | 17 | 94 | 78 | 4% | -16 | 117 | 0% | 16 | 117
COc1ccc(NC(=O)c2c(OC)cccc2OC)c(OC)c1 | -5 | 85 | 90 | 14% | 6 | 162 | 2% | -6 | 162
CCOc1ccccc1NC(=O)c1ccc(NC(=O)c2ccco2)cc1 | -13 | 53 | 66 | . | -5 | 102 | . | 5 | 102
Cc1cc(=S)[nH]c2ccccc12 | -14 | 72 | 87 | -13% | 8 | 123 | 8% | -8 | 123
CC1(C)CC(=O)C=C(Nc2ccccn2)C1 | 10 | 102 | 92 | 6% | 5 | 111 | -1% | -5 | 111
CCOC(=O)CN(Cc1ccc(OC)c(OC)c1)S(=O)(=O)c1ccc(OC)cc1 | 6 | 88 | 82 | 3% | 6 | 144 | -38% | -6 | 144
CN(C)c1ccc(/C=N/NC(=O)c2ccc(Cl)cc2)cc1 | . | . | . | 0% | 50* | 152* | 9% | -50 | 152
CC(C)CC(NC(=O)C(Cc1ccc(OCc2ccccc2)cc1)NC(=O)OC(C)(C)C)C(N)=O (configuration not stated) | . | . | . | -8% | 1 | 162 | -77% | -1 | 162
CCOC(=O)C(C(=O)Nc1cccc(C)n1)C1CCCCC1 (configuration not stated) | 1 | 92 | 91 | 2% | 3 | 153 | -25% | -3 | 153
NC(=O)SCC(=O)Nc1ccc(Cl)cc1 | . | . | . | 4% | -33 | 185 | -20% | 33 | 185
CC1(C)Cc2ccccc2-c2nnc(SCC(=O)Nc3nc4ccccc4s3)n21 | 8 | 87 | 79 | -15% | -1 | 86 | -5% | 1 | 86
O=C(CCC1CCCC1)N1CCN(C(=O)COc2ccccc2)CC1 | 6 | 102 | 96 | -1% | 1 | 107 | -37% | -1 | 107
CN(C)c1ccc(CNc2ncc(Br)cc2Br)cc1 | 13 | 93 | 80 | -8% | -2 | 167 | -11% | 2 | 167
COc1ccc(-c2noc(CCC(=O)NC3CCN(Cc4ccccc4)CC3)n2)cc1 | 11 | 98 | 87 | 2% | 0 | 179 | -62% | 0 | 179
Cc1cccc(-n2ccnc2SCC(=O)Nc2nccs2)c1 | 3 | 102 | 98 | -17% | -2 | 98 | -6% | 3 | 98
CC1CN(C(=O)c2cc3c(=O)n4ccccc4nc3s2)CC(C)O1 (configuration not stated) | -15 | 73 | 88 | -7% | . | . | 18% | . | .

Reformatted: entries from further up
compound	MRP resist rev	MRP resist rev cytotoxicity	MRP resist rev with doxorubicin	Bcl-B TR3 displacers	IL1B NFkB inh	IL1B NFkB inh cell count 2 µM	PLAP inhibitors HTS	NFkB transloc pot	NFkB transloc pot cell count 2 µM
NC(=O)SCC(=O)Nc1ccc(Cl)cc1	.	.	.	4%	-33	185	-20%	33	185
CC1(C)Cc2ccccc2-c2nnc(SCC(=O)Nc3nc4ccccc4s3)n21	8	87	79	-15%	-1	86	-5%	1	86
O=C(CCC1CCCC1)N1CCN(C(=O)COc2ccccc2)CC1	6	102	96	-1%	1	107	-37%	-1	107
CN(C)c1ccc(CNc2ncc(Br)cc2Br)cc1	13	93	80	-8%	-2	167	-11%	2	167
COc1ccc(-c2noc(CCC(=O)NC3CCN(Cc4ccccc4)CC3)n2)cc1	11	98	87	2%	0	179	-62%	0	179

Later entries
SMILES | MRP resist rev | MRP resist rev cytotoxicity | MRP resist rev with doxorubicin | Bcl-B TR3 displacers | IL1B NFkB inh | IL1B NFkB inh cell count 2 µM | PLAP inhibitors HTS | NFkB transloc pot | NFkB transloc pot cell count 2 µM
Cc1oc(C(C)(C)C)cc1C(=O)NCC(=O)NCC(=O)O | -4 | 87 | 92 | -1% | -21 | 147 | -14% | 21 | 147
Cc1cc(/C=N\NC(=O)CC(=O)NC2CCCCC2)c(C)n1-c1ccc(Cl)c(Cl)c1 | . | . | . | -1% | 1 | 135 | -6% | -1 | 135
Cc1c(C(=O)CN2CCSCC2)c2ccccc2n1C | . | . | . | -18% | -17 | 183 | 3% | 17 | 183
COC(=O)c1ccc2nc(NC(=O)CN3C(=O)CCC3=O)sc2c1 | -6 | 86 | 92 | -2% | -7 | 157 | -1% | 7 | 157
CCOC(=O)N1CCN(C(=O)COc2ccc3c(c2)C(=O)CC2(CCN(C(C)=O)CC2)O3)CC1 | -1 | 101 | 102 | 4% | . | . | -70% | . | .
CCn1c2ccccc2c2cc(NC(=O)CSc3nnc(-c4cccc(F)c4)o3)ccc21 | . | . | . | -28% | 4 | 144 | -69% | -4 | 144
CCCn1nnc(NC(=O)c2cccc(OCC(C)C)c2)n1 | -41 | 38 | 79 | 2% | . | . | 12% | . | .
CCc1nc(SCc2cccnc2)c(C#N)cc1C | 13 | 91 | 78 | -4% | -31 | 133 | -10% | 31 | 133
CCN(CC)c1ccc2cc(C(=O)Nc3ccccn3)c(=O)oc2c1 | 3 | 93 | 90 | 82% | . | . | -12% | . | .
Cc1cc(C)c2nc(N3CCCN(C(=O)c4cnccn4)CC3)c(C#N)cc2c1 | 6 | 86 | 80 | -3% | 6 | 96 | -35% | -6 | 96
O=c1c(F)cn(C2CCCO2)c(=O)n1Cc1c(F)cccc1Cl (configuration not stated) | -10 | 74 | 84 | 0% | 3 | 126 | 1% | -3 | 126
O=C(Oc1cccc(Br)c1)c1cccnc1 | -2 | 86 | 89 | -4% | 9 | 112 | -6% | -9 | 112
CC1(C)Cc2c(c(N3CCOCC3)nc3sc4c(NCc5ccco5)nnnc4c23)CS1 | -8 | 37 | 45 | -15% | -1 | 115 | -47% | 1 | 115
CCOc1ccc(C(=O)NC2CCN(C(=S)NCc3ccco3)CC2)cc1 | . | . | . | 3% | 0 | 95 | -16% | 0 | 95
N#Cc1c(NC(=O)CCn2cnc3ccccc3c2=O)oc(-c2ccccc2)c1-c1ccccc1 | 19 | 96 | 77 | -74% | 1 | 82 | -46% | -1 | 82
CCOC(=O)c1cc(-c2ccccc2)sc1NC(=O)C(C)N1C(=O)NC(C)(c2ccc(Cl)cc2)C1=O (configuration not stated) | . | . | . | -42% | -30 | 170 | -33% | 30 | 170
Cc1nn(C)c(=O)n1-c1ccc(Oc2ccccc2)cc1 | . | . | . | 0% | . | . | -2% | . | .
Cn1c(SCc2cc(=O)[nH]c3ccccc23)nnc1-c1ccco1 | 16 | 101 | 84 | -6% | . | . | 1% | . | .
CC1CCCC(C)N1S(=O)(=O)c1ccc(S(=O)(=O)NCc2ccccc2)cc1 (configuration not stated) | -3 | 36 | 39 | . | -4 | 161 | . | 4 | 161
CCOC(=O)c1cnc2cc(C)nn2c1-c1ccccc1 | 2 | 83 | 81 | 6% | 10 | 148 | -2% | -10 | 148
CC(C)N(CCc1ccncc1)C(=O)Nc1ccc(F)cc1 | 23 | 102 | 79 | 7% | -32 | 174 | 6% | 32 | 174
COn1c(SCc2ccc(Cl)cc2)nc2ccccc2c1=O | 12 | 95 | 84 | -75% | -6 | 189 | 9% | 6 | 189
COCCCNc1ncnc2ccc(C)cc12 | -4 | 95 | 99 | . | -18 | 71 | . | 18 | 71
CC(C)(C)NCCCCOc1ccc(F)cc1 | -3 | 93 | 96 | -11% | -7 | 116 | 14% | 7 | 116
COCCn1c(N)c(C#N)c2nc3ccccc3nc21 | 11 | 85 | 73 | -6% | -3 | 146 | 6% | 3 | 146
COc1cccc(NC(=O)CSc2nnnn2C(C)C)c1 | -5 | 90 | 96 | -16% | -3 | 128 | -26% | 3 | 128
CCCS(=O)(=O)N1CCCC(C(=O)NCc2ccc(C)cc2)C1 (configuration not stated) | 1 | 100 | 100 | -5% | 9 | 159 | 7% | -9 | 159
O=C(C/C(=N/O)c1ccccc1O)C(F)F | 1 | 98 | 97 | -21% | 9 | 137 | 1% | -9 | 137
O=C(CN1C(=O)CCC1=O)Nc1nc(-c2ccccn2)cs1 | 17 | 104 | 87 | -8% | -2 | 127 | -120% | 2 | 127
O=C(NCN1CCCCC1)c1cnccn1 | 10 | 106 | 95 | -2% | -12 | 16 | -14% | 12 | 16
COc1cc(Br)cc(CN2CCN(C=O)CC2)c1O | 2 | 103 | 101 | -2% | -11 | 68 | -8% | 11 | 68
COCC(=O)N(C)c1nnc(-c2cnc(C)cn2)s1 | 7 | 99 | 92 | 8% | 12 | 149 | 0% | -12 | 149
O=C1CC(Nc2ccc3ccccc3c2)C(=O)N1Cc1ccccc1 (configuration not stated) | -7 | 93 | 100 | -6% | 7 | 121 | 16% | -7 | 121

Screening data as filed in PubChem.
